Glioma ERSR ind: ER stress response induction in glioma. U87-MG GRP78 promoter luciferase reporter, 16 h. Potency, µM, for inactives: at the highest dose activation, actives largely listed as activators. 420,000 compounds, 0.02% hits. AID 602332; note: potency is the fitted concentration of half-maximal effect; series mostly up to about 76 µM; % of control where 0% means no effect; nearly all actives have a fitted effect of over 35% in size
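Stably transfected U87-MG human glioma cells carrying a GRP78-based luminescent sensor were seeded at 1000 cells/well, pin-dosed with compounds and incubated 16 h. Luciferase reagent was then added, and end-point luminescence was read after 10 min at room temperature.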
LDHA inh: inhibitors of human lactate dehydrogenase A; P00338; purified LDHA, NADH/diaphorase-resazurin fluorescence; stronger effect = lower value; activity change, % (values are at about 110 or 230 µM); 480,000 compounds, 0.15% hits; AID 1347041; in the data active = activity change below about -30%; inconclusive = mostly about -25% to -30%;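 note: plate controls were DMSO wells for no effect and wells without enzyme for full effect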
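Human LDH5 at 2 nM final in Tris HCl pH 7.4 with 0.06 mM NADH and 0.2 mM pyruvate, reacted 5 minutes at room temperature. Remaining NADH coupled via diaphorase/resazurin; resorufin fluorescence read at 0 and 20 minutes, normalized to enzyme-free and DMSO wells.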
Vif-APOBEC3G blk: inhibitors of Vif-APOBEC3G interaction; Q9HC16; HeLa A3G-eYFP + Vif (tagged APOBEC3G with the HIV-1 protein that degrades it), YFP fluorescence, overnight; Potency, µM (series often up to 46.1 µM), inactives show at the top dose activity, negative = active, hits mostly inhibitors; 410,000 compounds, 0.076% hits;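 note: potency is the fitted concentration of half-maximal effect; % is set by controls: 0 for no effect and ±100 for the full control effect; nearly all actives have a fitted effect of over 60% in size; hits raise eYFP signal because A3G escapes Vif-driven loss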
Target sequence (Q9HC16 whole entry, looked up): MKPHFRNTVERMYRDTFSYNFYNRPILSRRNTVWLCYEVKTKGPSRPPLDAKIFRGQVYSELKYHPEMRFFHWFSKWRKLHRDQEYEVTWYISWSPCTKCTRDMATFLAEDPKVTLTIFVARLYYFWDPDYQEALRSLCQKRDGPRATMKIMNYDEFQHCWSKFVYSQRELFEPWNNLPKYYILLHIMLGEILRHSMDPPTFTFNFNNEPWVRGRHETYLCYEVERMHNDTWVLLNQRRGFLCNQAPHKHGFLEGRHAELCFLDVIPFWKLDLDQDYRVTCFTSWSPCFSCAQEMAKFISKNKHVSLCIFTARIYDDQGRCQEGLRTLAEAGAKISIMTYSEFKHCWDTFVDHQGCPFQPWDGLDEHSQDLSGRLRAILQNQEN
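HeLa cells stably expressing Vif and C-terminally eYFP-tagged A3G, seeded overnight at 37 deg C, then exposed to compound by pintool overnight at 37 deg C. Rise in yellow fluorescence (Ex 488/Em 500-530, Acumen) marks blocked Vif-driven A3G degradation.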
An asterisk follows results filed as active. Unless noted, calls come from the whole dose curve; as a rule, active = well fitted curve in the direction sought with a large enough effect; inconclusive = small, poorly fitted or top-dose-only effect, or another doubt; inactive = no such curve, though single readings can be large; an effect the other way counts as inactive or inconclusive.

Screening CC(=O)c1cccc(NC(=O)COc2ccccc2C(=O)Nc2ccccc2)c1 returned Glioma ERSR ind -2%, LDHA inh -4 and Vif-APOBEC3G blk -4%.
Screening CCCCNC(=O)c1nc(C2CCN(S(=O)(=O)c3cccc(C(F)(F)F)c3)CC2)oc1-c1ccccc1 returned Glioma ERSR ind -4%, LDHA inh -6 and Vif-APOBEC3G blk -6%.
Screening COCCNc1nc(Nc2ccccc2Cl)c2sccc2n1 returned Glioma ERSR ind -1%, LDHA inh -9 and Vif-APOBEC3G blk inconclusive.
For Cc1ccccc1-c1cc2nc(NCc3ccncc3)n(C)c(=O)c2s1 the results were Glioma ERSR ind 4%, LDHA inh -2 and Vif-APOBEC3G blk -28%.
`COc1cc(C2c3c(oc4c(C)cc(C)cc4c3=O)C(=O)N2Cc2cccnc2)ccc1O` (stereo not drawn) gave Glioma ERSR ind -6%, LDHA inh 2 and Vif-APOBEC3G blk 0%.
Screening O=c1c2ccccc2nc2n1CCc1ccc(Br)cc1-2 returned Glioma ERSR ind 1%, LDHA inh 3 and Vif-APOBEC3G blk -7%.
`COc1cc(OC)nc(Nc2nc(C(N)c3ccccc3Cl)cs2)n1` (stereo not drawn) gave Glioma ERSR ind -1%, LDHA inh -3 and Vif-APOBEC3G blk -26%.
For CC(=O)Nc1ccc(CN(C)c2c(C)nc3ccc(C(=O)NC4CCN(Cc5ccccc5)CC4)cn23)cc1 the results were Glioma ERSR ind 0%, LDHA inh -3 and Vif-APOBEC3G blk -3%.
For OC1CCC(Nc2ccn3nc(-c4cccc(OCc5ccccc5)c4)cc3n2)CC1 (stereo not drawn) the results were Glioma ERSR ind -3%, LDHA inh -4 and Vif-APOBEC3G blk -8%.
Cc1ccc(CNC(=O)/C=C/[C@H]2O[C@@H](n3cc(C)c(=O)[nH]c3=O)C[C@@H]2O)o1 was read as Glioma ERSR ind -2%, LDHA inh -4 and Vif-APOBEC3G blk 1%.
For C(=C\c1ccccc1)/CN1CCN(C(c2nnnn2-c2ccc3c(c2)OCCO3)C2CC2)CC1 (stereo not drawn) the results were Glioma ERSR ind -8%, LDHA inh -2 and Vif-APOBEC3G blk 0%.
Screening O=[N+]([O-])c1ccc(NN=C2CC3CCC2C3)c([N+](=O)[O-])c1 (stereo not drawn) returned Glioma ERSR ind 2%, LDHA inh -2 and Vif-APOBEC3G blk 3%.
For CCCCNC(=O)c1ccc2nc(CC)c(N(C)Cc3ccc(OC)cc3)n2c1 the results were Glioma ERSR ind -6%, LDHA inh 2 and Vif-APOBEC3G blk -6%.
Screening COc1ccc(CN2C[C@@H](CO)O[C@@H](n3cnc4c(NCc5ccco5)ncnc43)C2)cc1 returned Glioma ERSR ind -1%, LDHA inh -4 and Vif-APOBEC3G blk -5%.
Cc1ccccc1-c1nc(NCCN(C)C)nc2ccsc12 was read as Glioma ERSR ind -5%, LDHA inh 0 and Vif-APOBEC3G blk -1%.
Screening O=C(Cc1ccc(Oc2ccccc2)cc1)NO returned Glioma ERSR ind 4%, LDHA inh -7 and Vif-APOBEC3G blk -3%.
Screening CC1(C(=O)NS(=O)(=O)c2ccccc2C(F)(F)F)CCN1C(=O)c1cccc(F)c1 (stereo not drawn) returned Glioma ERSR ind 0%, LDHA inh -7 and Vif-APOBEC3G blk -1%.
O=c1n(Cc2ccccc2)c(O)c2n1Cc1ccccc1N=C2c1ccc(C(F)(F)F)cc1 was read as Glioma ERSR ind -1%, LDHA inh -1 and Vif-APOBEC3G blk -6%.
For Cc1ccc(NC(=O)C2(C)CCN2Cc2cccc3c2OCO3)cc1O (stereo not drawn) the results were Glioma ERSR ind 0%, LDHA inh 1 and Vif-APOBEC3G blk -12%.
`CCCCn1nnnc1C(c1ccc(OC)cc1)N1CCN(C/C=C/c2ccccc2)CC1` (stereo not drawn) gave Glioma ERSR ind -4%, LDHA inh -8 and Vif-APOBEC3G blk 0%.
For CCNC(=O)C1(C)CCN(C(=O)c2c(-c3ccccc3)noc2C)C1 (stereo not drawn) the results were Glioma ERSR ind -3%, LDHA inh -3 and Vif-APOBEC3G blk 0%.
CC1Oc2ccc(C#N)cc2N(Cc2cccc(F)c2)C1=O (stereo not drawn) was read as Glioma ERSR ind 1%, LDHA inh -7 and Vif-APOBEC3G blk -4%.
For CC(=O)Nc1ccc(-c2ccnc3c2CC(C(=O)NCC2CC2)O3)cc1 (stereo not drawn) the results were Glioma ERSR ind 0%, LDHA inh -5 and Vif-APOBEC3G blk inconclusive.
For Cc1nc(NCC(=O)c2c[nH]c3ccccc23)sc1C the results were Glioma ERSR ind 1%, LDHA inh -7 and Vif-APOBEC3G blk -6%.
`O=C(CC[C@H]1O[C@@H](n2cnc3c(NC(=O)c4ccccc4)ncnc32)[C@H](O)[C@@H]1O)NCCc1cc2ccccc2[nH]1` gave Glioma ERSR ind -3%, LDHA inh -3 and Vif-APOBEC3G blk 1%.
OC(c1ccccc1)c1nc(-c2ccc(F)c(Cl)c2)cs1 (stereo not drawn) was read as Glioma ERSR ind -1%, LDHA inh 1 and Vif-APOBEC3G blk -1%.
For Cc1cccc(C(O)c2ncc(-c3ccc4ccccc4c3)[nH]2)c1C (stereo not drawn) the results were Glioma ERSR ind 2%, LDHA inh -13 and Vif-APOBEC3G blk 0%.
`CSc1nc(=O)n(CCC#N)nc1SC` gave Glioma ERSR ind -9%, LDHA inh -1 and Vif-APOBEC3G blk -3%.
For Cc1cc(Cl)ccc1OCC(=O)Nc1cccc(-c2nc3ccccc3o2)c1 the results were Glioma ERSR ind -1%, LDHA inh -2 and Vif-APOBEC3G blk 3%.
Screening CCOC(=O)C1(C)CCCN(C(=O)c2ccc(F)cc2Cl)C1 (stereo not drawn) returned Glioma ERSR ind -3%, LDHA inh -6 and Vif-APOBEC3G blk -12%.
`Cc1ccc(S(=O)(=O)N2C[C@H]3[C@H]4C(=O)N(C5CCCCC5)C(=O)[C@H]4CC(=O)[C@H]3[C@@H]2c2ccccc2Cl)cc1` gave Glioma ERSR ind 3%, LDHA inh -3 and Vif-APOBEC3G blk -3%.
For CC1(C(=O)NS(=O)(=O)Cc2cccc(Cl)c2)CCN1C(=O)CC1CCCC1 (stereo not drawn) the results were Glioma ERSR ind 2%, LDHA inh -6 and Vif-APOBEC3G blk -5%.
Screening CC1(C(=O)NS(=O)(=O)c2ccc(Cl)cc2)CCN1C(=O)CC1CC1 (stereo not drawn) returned Glioma ERSR ind -2%, LDHA inh -6 and Vif-APOBEC3G blk 1%.
Cc1cn(C2CC(O)C(O)C(CO)O2)c(=O)[nH]c1=O (stereo not drawn) was read as Glioma ERSR ind -1%, LDHA inh -3 and Vif-APOBEC3G blk 3%.
`Cc1ccc(CNc2ncnc3ccc(-c4ccc(CO)o4)cc23)o1` gave Glioma ERSR ind -5%, LDHA inh -9 and Vif-APOBEC3G blk -4%.
OC(c1ccccc1)c1nc(-c2cccs2)cs1 (stereo not drawn) was read as Glioma ERSR ind -1%, LDHA inh -2 and Vif-APOBEC3G blk 0%.
Screening C(=Nc1cnc2ccccc2c1)c1cccnc1 returned Glioma ERSR ind -2%, LDHA inh 1 and Vif-APOBEC3G blk 6%.
Cc1ccc(C)c(C(O)c2ncc(-c3ccc(C(F)(F)F)cc3)[nH]2)c1 (stereo not drawn) was read as Glioma ERSR ind -2%, LDHA inh -10 and Vif-APOBEC3G blk -1%.
`CC(=O)Nc1cccc(-c2ccnc3c2CC(C)(C(=O)Nc2cccnc2)O3)c1` (stereo not drawn) gave Glioma ERSR ind 0%, LDHA inh -3 and Vif-APOBEC3G blk -4%.
Screening CC(=O)Nc1ccc(-c2ccnc3c2CC(C(=O)NCc2cccc(Cl)c2)O3)cc1 (stereo not drawn) returned Glioma ERSR ind -3%, LDHA inh -9 and Vif-APOBEC3G blk inconclusive.
For CC[C@@H](NC(=O)[C@H](Cc1ccccc1)NC(=O)CC[C@H]1O[C@@H](n2ccc(=O)[nH]c2=O)[C@H](O)[C@@H]1O)c1ccccc1 the results were Glioma ERSR ind -5%, LDHA inh -1 and Vif-APOBEC3G blk 2%.
Cc1ccc(NC(=O)C2(C)CCN2Cc2csc3ccccc23)cc1 (stereo not drawn) was read as Glioma ERSR ind -1%, LDHA inh 2 and Vif-APOBEC3G blk -6%.
For CC(=O)Nc1cc(-c2ccccc2N(C)C)cn2c(-c3cccc(C(F)(F)F)c3)cnc12 the results were Glioma ERSR ind inconclusive, LDHA inh 3 and Vif-APOBEC3G blk -11%.
`CCc1nc2ccc(C(=O)Nc3ccc(OC)c(OC)c3)cn2c1N(C)Cc1cccs1` gave Glioma ERSR ind 0%, LDHA inh 3 and Vif-APOBEC3G blk 0%.
For Cc1ccccc1OCC(=O)NCC(=O)OCc1cccc2ccccc12 the results were Glioma ERSR ind 0%, LDHA inh -2 and Vif-APOBEC3G blk 0%.
Screening OC(c1ccc(F)c(F)c1)c1nc(-c2cc(F)cc(F)c2)cs1 (stereo not drawn) returned Glioma ERSR ind -2%, LDHA inh 0 and Vif-APOBEC3G blk -9%.
Cc1ccc2nc(-c3ccccn3)c(N)n2c1 was read as Glioma ERSR ind -11%, LDHA inh 2 and Vif-APOBEC3G blk -3%.
CN(Cc1ccccc1)C(=O)C1(C)CCN1C(=O)Cc1ccc(Cl)cc1Cl (stereo not drawn) was read as Glioma ERSR ind -3%, LDHA inh -8 and Vif-APOBEC3G blk 1%.
`Cc1c(Br)cccc1NC(=O)C1(C)CCN1Cc1ccccc1OC(F)F` (stereo not drawn) gave Glioma ERSR ind -3%, LDHA inh 5 and Vif-APOBEC3G blk 2%.
CC(C)CC(N)c1csc(NC(=O)Nc2ccccc2C(C)C)n1 (stereo not drawn) was read as Glioma ERSR ind 2%, LDHA inh -13 and Vif-APOBEC3G blk -13%.

Retrieved by compound from the entries so far, six records:
For Cc1ccccc1OCC(=O)NCC(=O)OCc1cccc2ccccc12 the results were Glioma ERSR ind 0%, LDHA inh -2 and Vif-APOBEC3G blk 0%.
For CC[C@@H](NC(=O)[C@H](Cc1ccccc1)NC(=O)CC[C@H]1O[C@@H](n2ccc(=O)[nH]c2=O)[C@H](O)[C@@H]1O)c1ccccc1 the results were Glioma ERSR ind -5%, LDHA inh -1 and Vif-APOBEC3G blk 2%.
For CC(=O)Nc1cc(-c2ccccc2N(C)C)cn2c(-c3cccc(C(F)(F)F)c3)cnc12 the results were Glioma ERSR ind inconclusive, LDHA inh 3 and Vif-APOBEC3G blk -11%.
CN(Cc1ccccc1)C(=O)C1(C)CCN1C(=O)Cc1ccc(Cl)cc1Cl (stereo not drawn) was read as Glioma ERSR ind -3%, LDHA inh -8 and Vif-APOBEC3G blk 1%.
Cc1ccc2nc(-c3ccccn3)c(N)n2c1 was read as Glioma ERSR ind -11%, LDHA inh 2 and Vif-APOBEC3G blk -3%.
CC(C)CC(N)c1csc(NC(=O)Nc2ccccc2C(C)C)n1 (stereo not drawn) was read as Glioma ERSR ind 2%, LDHA inh -13 and Vif-APOBEC3G blk -13%.

Additional records follow.
For Cc1ccc(-c2csc(C(O)c3cccc(Cl)c3)n2)cc1C (stereo not drawn) the results were Glioma ERSR ind -1%, LDHA inh -2 and Vif-APOBEC3G blk -13%.
Screening CC(C)N(c1ccccc1)c1ccc(NC(=O)[C@@H]2O[C@H](CO)[C@@H](O)[C@H]2O)cc1 returned Glioma ERSR ind -1%, LDHA inh 1 and Vif-APOBEC3G blk 2%.
Screening CCc1nc2ccc(C(=O)NCc3ccc(OC)cc3)cn2c1N(C)CCC(C)C returned Glioma ERSR ind 2%, LDHA inh 5 and Vif-APOBEC3G blk -3%.
`CC1(C(=O)Nc2cccc3cccnc23)CCN1Cc1ccccc1OC(F)F` (stereo not drawn) gave Glioma ERSR ind -6%, LDHA inh 2 and Vif-APOBEC3G blk 4%.
For C(=C\c1ccccc1)/CN1CCN(C(c2nnnn2Cc2ccccc2)C2CC2)CC1 (stereo not drawn) the results were Glioma ERSR ind -2%, LDHA inh 0 and Vif-APOBEC3G blk 1%.
Screening COc1ccc(-c2cc3nc(NCCCN(C)C)n(C)c(=O)c3s2)c(C)c1 returned Glioma ERSR ind 1%, LDHA inh -6 and Vif-APOBEC3G blk 0%.

Source: PubChem (National Center for Advancing Translational Sciences (NCATS))

A portion of the library; rates above refer to the full screens.
